SENP6 block: SENP6 protease inhibitors, primary screen, biochemical, luminescence, uHTS; Recombinant SENP6 catalytic domain, aminoluciferin luminescence; 330,000 compounds, 1.8% hits; Sentrin-specific protease 6 (Homo sapiens), Q9GZR1; inhibition, % at 10 µM;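 active means inhibition above about 50% at the single tested dose, limit read from the data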;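 further: plate controls were DMSO wells with enzyme for no effect and DMSO wells lacking enzyme for full effect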
PfG6PD inh: PfG6PD enzyme inhibitors, primary screen, biochemical, fluorescence intensity, uHTS. inhibition, % at 20 µM. glucose-6-phosphate dehydrogenase-6-phosphogluconolactonase (Plasmodium falciparum 3D7). PfGluPho enzyme, NADPH resazurin-diaphorase fluorescence. 350,000 compounds, 0.78% hits;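 active means inhibition reaching at least a set limit at 20 µM in the primary screen, cut at about 59% in these data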;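 further: 0% = DMSO wells with substrate and 100% = DMSO wells lacking glucose-6-phosphate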
MPTP block: mitochondrial permeability transition pore inhibitors, primary screen, biochemical, isolated mouse mitochondria, absorbance; Ca2+ swelling absorbance, 30 min; inhibition, % at 10 µM; 360,000 compounds, 1.4% hits; AID 602449, 2012;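 active means inhibition of 50% or more, scaled per plate between neutral and stimulator controls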;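 further: 0% = DMSO wells given calcium and 100% = 1 mM EGTA wells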
SENP8 block: human SENP8 protease inhibitors, primary screen, biochemical, fluorescence, Nedd8 protein substrate, uHTS; 360,000 compounds, 0.64% hits; recombinant SENP8; Sentrin-specific protease 8 (Homo sapiens), Q96LD8; inhibition, % at 20 µM; in the data active means inhibition mostly above about 40%, no sharp cut-off; inactive means mostly below about 27%
ATG4B inhibitor: ATG4B protease inhibitors, primary screen, biochemical, fluorescence, uHTS. 340,000 compounds, 0.51% hits. ATG4B cleavage of LC3-PLA2, NBD-HPC fluorescence, 1 h. inhibition, % at 8.33 µM; in the data active means inhibition above about 40%
Target sequence (Q9Y4P1 whole entry, looked up): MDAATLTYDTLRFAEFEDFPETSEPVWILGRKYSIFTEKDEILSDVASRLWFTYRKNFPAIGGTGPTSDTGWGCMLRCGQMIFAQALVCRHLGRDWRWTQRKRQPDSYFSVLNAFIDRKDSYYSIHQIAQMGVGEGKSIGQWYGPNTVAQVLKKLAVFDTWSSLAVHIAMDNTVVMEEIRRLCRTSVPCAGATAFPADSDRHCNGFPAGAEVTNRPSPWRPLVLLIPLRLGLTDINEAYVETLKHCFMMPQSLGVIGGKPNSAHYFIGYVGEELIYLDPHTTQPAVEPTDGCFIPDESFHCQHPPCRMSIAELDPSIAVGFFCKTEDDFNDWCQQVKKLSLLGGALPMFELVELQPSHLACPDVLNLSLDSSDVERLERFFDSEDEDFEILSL
NR3A LBD binder: binders of NR3A ligand-binding domain, primary screen, biophysical, differential scanning fluorimetry, uHTS. Glutamate receptor ionotropic, NMDA 3A (GRIN3A) ligand-binding domain. NR3A LBD differential scanning fluorimetry, Tm shift; 0% = protein alone, 100% = glycine-bound protein. Tm shift relative to glycine control, % at 25 µM. 340,000 compounds, 2.5% hits;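 active means melting temperature shift of at least 10% of the positive control shift, at one fixed dose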
hIAP activ: human IAP activators, primary screen, biochemical, luminescence, uHTS; 330,000 compounds, 0.16% hits; purified human IAP, CDP-Star luminescence, 30 min; active compounds read high; 1 = vehicle-only enzyme, 0 = enzyme-free background; activation factor at 10 µM; Intestinal-type alkaline phosphatase (Homo sapiens), P09923;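 active means activation factor of the enzyme at least 2-fold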; further: the source names both 10 and 20 µM as test concentration; values of inactives mirror those of a sister screen read the other way
Target sequence (P09923 whole entry, looked up): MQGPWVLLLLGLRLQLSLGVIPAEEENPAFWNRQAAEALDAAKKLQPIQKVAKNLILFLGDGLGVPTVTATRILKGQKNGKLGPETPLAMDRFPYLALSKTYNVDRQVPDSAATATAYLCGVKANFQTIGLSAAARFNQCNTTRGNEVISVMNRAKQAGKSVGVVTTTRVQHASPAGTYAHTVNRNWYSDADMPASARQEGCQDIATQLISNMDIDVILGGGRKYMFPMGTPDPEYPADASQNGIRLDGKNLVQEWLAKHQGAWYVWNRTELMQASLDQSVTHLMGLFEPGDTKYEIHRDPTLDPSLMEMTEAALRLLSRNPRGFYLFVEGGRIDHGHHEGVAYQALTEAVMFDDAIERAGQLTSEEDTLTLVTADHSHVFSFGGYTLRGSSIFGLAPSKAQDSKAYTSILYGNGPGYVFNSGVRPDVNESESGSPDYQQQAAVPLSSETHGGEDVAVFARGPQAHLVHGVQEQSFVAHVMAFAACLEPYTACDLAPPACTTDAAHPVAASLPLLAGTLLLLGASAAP
SENP1 FRET inh: human SENP1 catalytic domain inhibitors, primary screen, biochemical, FRET, uHTS | 360,000 compounds, 0.21% hits | Sentrin-specific protease 1 (Homo sapiens), Q9P0U3 | AID 624204, 2012 | recombinant SENP1 catalytic domain, CyPet-SUMO1-YPet FRET cleavage | inhibition, % at 10 µM;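 active means inhibition at least 30% at 10 µM, raw YFP signal under a set limit, fluorescence ratio 0.5 to 1.5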;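 further: 0% = enzyme with DMSO and 100% = no enzyme wells; some results filed as inactive read as strong as hits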
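Material: hSENP1 catalytic domain, recombinant; medium: Tris pH 8 with BME, BSA, NP40 and catalase; compound: single concentration of 10 µM compound, 0.5% DMSO final; technique: FRET read of cyan and yellow fluorescence; timing: 50 min enzyme reaction, room temperature, light-protected; reagent: SFCypet-SUMO1-SFYpet substrate at 25 nM; control set: no-enzyme low, enzyme-DMSO high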
* hit, by the source's call; nt = no result given.

Values run as follows: SENP6 block	PfG6PD inh	MPTP block	SENP8 block	ATG4B inhibitor	NR3A LBD binder	hIAP activ	SENP1 FRET inh
> Cc1ccc(S(=O)(=O)N2CCC(C(=O)NCC3CC3)CC2)cc1
  -12.4	-17.6	-2.4	16.7	7.1	-4.9	1.06	-0.1
> COc1ccc(S(=O)(=O)N2CCN(Cc3cccc([N+](=O)[O-])c3)CC2)cc1
  0.6	18.7	1.2	7.9	-5.6	4.8	0.82	1.0
> O=c1c2ccccc2n2c(-c3cccc(Cl)c3)nnc2n1Cc1ccccc1
  -9.7	-14.3	-1.4	-3.2	-5.7	-2.1	0.874	-1.3
> CN(C)c1nc(SCC#N)nc(N2CCOCC2)n1
  7.7	-3.6	-0.1	12.0	0.3	-2.1	0.891	-8.6
> CCCCCCNC(=O)O[C@H]1CN(C(=O)OC(C)C)N(C(=O)OC(C)C)[C@@H]2CN(S(=O)(=O)c3ccc(C)cc3)C[C@]12O
  nt	38.7	1.5	-4.4	nt	nt	nt	6.9
> CCOC(=O)c1ccc(N(C(=O)CNC(=O)c2ccco2)C(C(=O)NCC2CCCO2)c2ccc(OC)c(OC)c2)cc1 (configuration not stated)
  14.4	-2.8	0.4	3.5	-0.5	-0.2	0.975	0.8
> CCOc1ccc(S(=O)(=O)NCC2CCCO2)c2cccnc12 (configuration not stated)
  1.7	3.2	0.5	-289.4	-7.2	-2.7	1.04	-0.2
> Cc1ccc(OCC(=O)Nc2ccccc2F)cc1C
  -34.5	-5.0	0.0	10.9	-0.7	-0.5	1.15	4.0
> c1ccc(CCCCN2C(Nc3ccccc3)=NC[C@@H]2Cc2ccccc2)cc1
  10.1	3.1	11.1	13.6	3.4	-0.5	0.946	0.5
> COc1ccc(N(CC(=O)N2CCN(c3ccc(Cl)cc3)CC2)S(=O)(=O)c2c(C)noc2C)cc1
  -1.5	5.7	0.8	1.2	4.7	1.4	0.972	2.5
> C=CCn1cccc(C(=O)Nc2ccc(N(C)C)cc2)c1=O
  -15.1	23.4	-0.3	38.1	-6.8	2.4	0.818	6.7
> CCOCCCNC(=S)N1CCC(C(=O)c2ccc3c(c2)OCCO3)CC1
  -13.3	13.6	-1.5	-1.1	-4.8	2.8	0.888	0.4
> CCOc1ccccc1OCCN1CCC(Cc2ccccc2)CC1
  -6.0	-5.9	0.5	14.5	7.7	-5.0	1.02	2.8
> Cc1ccccc1-n1c(SCc2c(C)noc2C)nnc1-c1cccnc1
  -10.1	13.2	-0.9	-42.4	1.6	1.3	0.945	48.1
> Cc1cc(SCNC(=O)c2ccccc2)nc(C(C)C)n1
  -20.2	12.2	-1.5	8.4	-8.6	0.7	0.961	1.3
> COc1ccc(NC(=O)CN(c2ccc(OC)cc2)S(=O)(=O)c2c(C)nn(C)c2C)cc1
  -8.9	-12.6	0.2	10.4	3.7	0.0	1.03	2.9
> Cc1ccc(-c2ccc(CN3C(C)C(=O)N(Cc4cn(CCC5OCCO5)nn4)CCS3(=O)=O)cc2)cc1 (configuration not stated)
  nt	-3.1	-1.2	2.7	nt	nt	nt	3.8
> CN(C(=O)/C=C/c1ccc(F)cc1)C1CCCCC1
  -11.7	3.9	1.6	15.8	7.0	2.0	0.932	1.8
> O=S(=O)(NC1=NCCCCC1)c1ccc(Cl)cc1Cl
  -8.9	-14.3	2.3	3.4	3.1	0.2	1.07	1.9
> COc1ccc(NC(=S)N(CCCN2CCCCCC2)Cc2cccs2)cc1
  -15.5	-6.8	-2.1	5.5	4.9	-0.5	1.03	0.9
> Cc1ccc(Cn2c(C(=O)NCCCN3CCOCC3)cc3sccc32)cc1
  -0.3	-7.2	-0.6	8.2	6.0	-1.0	0.862	-7.5
> FC(F)(F)c1nc(N2CCCC2)ncc1-c1nnnn1-c1ccc(Cl)cc1
  -8.8	16.9	1.6	5.4	-2.3	-5.1	1.1	-4.7
> CN1C(C(=O)NCc2ccc(OC(F)(F)F)cc2)CC2Cn3c(nc4cc(Cl)c(Cl)cc43)C21 (configuration not stated)
  -16.0	9.9	0.1	-4.0	-6.9	-15.0	0.946	0.7
> CCOc1ccc(-c2nnn(CC(=O)c3ccc4c(c3)OCCO4)n2)cc1OCC
  14.7	-5.3	0.7	-291.9	10.8	-32.8	1.1	1.6
> O=C(CSc1ncnc2c1oc1ccccc12)OCc1ccccc1
  -4.9	-8.6	-2.8	3.3	-0.5	1.7	0.851	-1.1
> Cc1cc(C)n(CC(=O)c2ccc(Br)cc2)c(=O)c1C#N
  -8.8	4.8	-0.1	3.7	2.3	-1.3	0.934	0.7
> COc1cc(OC)cc(-c2n[nH]c(=S)n2-c2ccc3c(c2)OCO3)c1
  5.4	42.8	-0.4	-41.1	-3.0	0.5	1.03	0.3
> CC(=O)c1cccc(N(CC(=O)Nc2ccc(S(=O)(=O)N3CCCC3)cc2)S(C)(=O)=O)c1
  0.0	13.8	-1.6	12.6	-5.3	6.0	1.01	1.9
> O=C(O)C1=C[C@H](c2ccc(F)cc2)C[C@H](OCCCCO)O1
  -11.0	-7.7	-0.5	5.0	12.0	0.9	1.01	0.0
> Cc1cccc(C)c1NC(=O)CCCCCNS(=O)(=O)c1ccccc1
  5.3	6.2	1.1	15.7	-4.1	-2.1	0.915	0.8

Some of the entries above, set out differently.
mol: CCOc1ccccc1OCCN1CCC(Cc2ccccc2)CC1
  SENP6 block: -6.0	PfG6PD inh: -5.9	MPTP block: 0.5	SENP8 block: 14.5	ATG4B inhibitor: 7.7	NR3A LBD binder: -5.0	hIAP activ: 1.02	SENP1 FRET inh: 2.8

mol: Cc1ccccc1-n1c(SCc2c(C)noc2C)nnc1-c1cccnc1
  SENP6 block: -10.1	PfG6PD inh: 13.2	MPTP block: -0.9	SENP8 block: -42.4	ATG4B inhibitor: 1.6	NR3A LBD binder: 1.3	hIAP activ: 0.945	SENP1 FRET inh: 48.1

New compounds follow:
Values run as follows: SENP6 block	PfG6PD inh	MPTP block	SENP8 block	ATG4B inhibitor	NR3A LBD binder	hIAP activ	SENP1 FRET inh
> COc1ccc(Cn2c(CCC(=O)Nc3ccc(C)cc3)nc3cccnc32)cc1
  -2.0	48.2	-1.4	8.4	-11.6	2.2	1.11	-0.7
> O=C(CSc1nnc(-c2cccs2)n1-c1ccccc1)NCc1ccc2c(c1)OCO2
  -7.4	-6.5	0.3	1.5	-9.3	-1.4	0.989	0.9
> CCc1nc(SCc2ccccn2)c2c(=O)n(C)c(=O)n(C)c2n1
  14.9	12.4	-2.4	-5.4	-7.3	-1.4	0.894	1.0
> Cc1ccc(C(=O)NN2C(=O)C3C4c5ccccc5C(c5ccccc54)C3C2=O)cc1 (configuration not stated)
  7.3	0.8	-0.1	45.2*	6.0	1.5	0.89	-0.5
> Cc1ccc(-n2[nH]c(C)c(/C=N/c3cccc(C)n3)c2=O)cc1
  -16.3	-6.6	0.2	23.6	-5.7	-0.1	1.27	1.4
> O=C1C=C(O)CC(c2cccs2)C1 (configuration not stated)
  -30.9	-7.7	0.4	7.2	-2.6	-0.8	1.18	4.2
> CN(C)CCNC(C(=O)Nc1cccc(S(=O)(=O)N2CCOCC2)c1)c1ccccc1 (configuration not stated)
  -12.4	-0.1	-1.3	13.7	-5.6	-3.0	1.12	-0.5
> O=C(NCCCN1CCCC1=O)c1cccc(S(=O)(=O)Nc2ccc(Br)cc2)c1
  2.3	-18.5	1.5	5.2	-5.3	0.2	1.11	2.8
> CN(C)c1ccc(CN(C(=O)c2cccs2)C2CCS(=O)(=O)C2)cc1 (configuration not stated)
  2.1	6.4	2.0	14.9	0.0	1.2	1.2	3.1
> CCCCN(C)C(=O)c1cn(C)c2ccc(S(=O)(=O)N(C)C)cc2c1=O
  2.1	-22.0	-0.9	11.3	-3.3	0.9	1.03	1.9
> CCOC(=O)C1=C(CS(=O)(=O)c2ccc(C)cc2)NC(=O)NC1c1cc(OC)c(OC)c(OC)c1 (configuration not stated)
  -10.1	-2.2	0.1	8.9	-6.9	-2.0	1.07	3.4
> COc1ccc2ccc(O)c(CN(C)CC(=O)Nc3ccccc3C(F)(F)F)c2c1
  -10.3	20.8	2.9	1.6	1.5	-10.7	1.42	0.0
> COc1ccc(NC(=O)C(=O)NCC2CCCN2S(=O)(=O)c2cccs2)cc1 (configuration not stated)
  -8.7	4.0	0.2	11.6	0.1	0.8	0.995	-4.1
> CCOc1ccc(CN(CCO)CCO)cc1C(=O)OC
  4.9	-23.4	6.1	26.5	6.3	-1.2	0.991	2.2
> Cc1ccc(NC(=O)COC(=O)c2ccc(Cl)cc2)cc1S(=O)(=O)N(C)C
  5.2	-0.1	0.9	-3.1	-16.1	-4.9	0.932	2.1
> CCCCCCN1C[C@H](n2cc(COC(=O)c3ccccc3)nn2)[C@@H](O)C[C@@H]1c1ccccc1
  nt	10.6	-1.1	4.9	nt	nt	nt	-0.2
> CC1CCN(C(=O)c2ccc3c(Cl)c4c(nc3c2)CCCC4)CC1
  2.9	0.9	3.2	-1.6	35.9	-3.1	1	-1.8
> Cc1ccccc1NS(=O)(=O)c1cccc(-c2nnc(-c3ccccc3)o2)c1
  -2.6	-17.2	14.8	11.6	1.4	6.9	1.12	0.7
> COc1ccc(C(CC(=O)c2ccc(C)cc2)C(C#N)C#N)cc1OC (configuration not stated)
  -4.0	-28.4	1.3	9.7	-0.4	-7.0	0.956	0.2
> CC(=O)Nc1ccc(-c2csc(NC(=O)CCCc3cccs3)n2)cc1
  -9.0	20.4	2.7	-3.0	-16.9	19.2*	1.04	-1.0

Full records as entered above.
CN(C)c1ccc(CN(C(=O)c2cccs2)C2CCS(=O)(=O)C2)cc1 (configuration not stated) as listed: SENP6 block: 2.1; PfG6PD inh: 6.4; MPTP block: 2.0; SENP8 block: 14.9; ATG4B inhibitor: 0.0; NR3A LBD binder: 1.2; hIAP activ: 1.2; SENP1 FRET inh: 3.1
CCOC(=O)C1=C(CS(=O)(=O)c2ccc(C)cc2)NC(=O)NC1c1cc(OC)c(OC)c(OC)c1 (configuration not stated) as listed: SENP6 block: -10.1; PfG6PD inh: -2.2; MPTP block: 0.1; SENP8 block: 8.9; ATG4B inhibitor: -6.9; NR3A LBD binder: -2.0; hIAP activ: 1.07; SENP1 FRET inh: 3.4

(listing goes on)
Values run as follows: SENP6 block	PfG6PD inh	MPTP block	SENP8 block	ATG4B inhibitor	NR3A LBD binder	hIAP activ	SENP1 FRET inh
> CCCCn1cnc2cc(NCc3cccc(OC)c3O)ccc21
  0.8	22.2	5.8	-138.8	-6.8	-0.9	1.16	-2.2
> O=c1c(O)c(-c2ccccc2)oc2cc(O)cc(O)c12
  17.0	-30.5	4.7	36.5	-18.7	11.0*	1.22	8.8
> Cc1cc([N+](=O)[O-])ccc1-c1ccc(C2Nc3ccccc3C(=O)N2O)o1 (configuration not stated)
  -3.0	-13.7	3.7	25.3	-16.9	30.0*	1.05	-0.2
> O=c1[nH]c2ccc(Cl)cc2c(-c2ccccc2)c1N1CCN(c2ccccn2)CC1
  -19.7	-1.6	2.2	4.4	30.2	-22.9	1.03	1.0
> S=C(NNC(=S)Nc1ccc(Cl)cc1)NNc1ccccc1
  nt	72.9*	4.5	12.1	nt	nt	nt	3.7
> CCCCN(C(=O)/C=C/c1ccco1)c1c(N)n(CC(C)C)c(=O)[nH]c1=O
  9.1	-6.9	0.0	0.8	-10.9	-3.4	1.07	-20.8
> CCCNC(=O)c1cc(Cl)c(NC(=O)C2=CSCCO2)cc1OC
  -13.3	11.8	-2.5	-31.5	-2.1	1.2	0.971	3.7
> Cc1cc(NC(=O)/C=C/C(=O)N(c2ccccc2C)C(C(=O)NC2CCCC2)c2ccc(F)cc2)no1 (configuration not stated)
  -7.9	31.1	0.1	9.2	-16.4	-7.1	1.15	-0.5
